LYP phosphatase: inhibitors of LYP phosphatase, biochemical, fluorescence intensity, uHTS (AID 1779); recombinant LYP phosphatase, fluorescence intensity; higher % means a stronger effect; inhibition, % at 11.5 µM, or IC50 in µM where a hit was titrated; Tyrosine-protein phosphatase non-receptor type 22 (Homo sapiens); 0.054% of 290,000 active;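 note: plate controls were vehicle with enzyme for no effect and no enzyme for full effect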
NOD1 NF-kB reporter: NOD1 signaling inhibitors, primary screen, cell-based, luminescence, uHTS (AID 1578); 1% of 290,000 active; inhibition, % at 4 µM; hits with a dose series show EC50 in µM; NOD1-driven NF-kB luciferase reporter cells, luminescence; higher % means a stronger effect; in the data active = inhibition mostly above about 36%, no sharp cut-off; inactive = mostly below about 34%;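 note: HEK-293T reporter cells stimulated with the NOD1 agonist gamma-tri-DAP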
KOR beta-arrestin-1: KOR agonists, beta-arrestin recruitment, primary screen, cell-based, luminescence, uHTS (AID 1777) | Kappa-type opioid receptor (Homo sapiens) | KOR beta-arrestin recruitment, luminescence; higher % means a stronger effect | activation, % at 10 µM; hits with a dose series show EC50 in µM | 0.02% of 280,000 active; in the data active = activation above about 50%, passing the limit was not always enough; note: a part of the inactive calls stands beside numbers as strong as those of hits
HEK293 NOD2/NF-kB: NOD2 signaling inhibitors, cell-based, luminescence, uHTS, HEK293 (AID 1566) | HEK293 NOD2/NF-kB luciferase reporter, luminescence; higher % means a stronger effect | 0.63% of 290,000 active | inhibition, % at 4 µM; hits with a dose series show EC50 in µM; note: many of its hits are not listed in these tables
XIAP antagonists: XIAP antagonists, biochemical, IAP family, fluorescence polarization (AID 1018); E3 ubiquitin-protein ligase XIAP (Homo sapiens); XIAP BIR domain, fluorescence polarization peptide displacement; higher % means a stronger effect; displacement, % at 20 µM, or IC50 in µM where a hit was titrated; 0.007% of 200,000 active; in the data active = displacement above about 50%; note: a part of the inactive calls stands beside numbers as strong as those of hits
human PMI inhibitors: human PMI inhibitors, high substrate, primary screen, biochemical, fluorescence intensity, high mannose 6-phosphate (AID 1220) | Mannose-6-phosphate isomerase (Homo sapiens) | recombinant PMI enzyme, coupled fluorescence intensity; higher % means a stronger effect | inhibition, % at 20 µM; hits with a dose series show IC50 in µM | 0.66% of 190,000 active
KOR beta-arrestin-2: KOR antagonists, beta-arrestin recruitment, cell-based, luminescence, uHTS (AID 1778); Kappa-type opioid receptor (Homo sapiens); KOR beta-arrestin recruitment, luminescence, antagonist mode; higher % means a stronger effect; inhibition, % at 10 µM; hits with a dose series show IC50 in µM; 0.091% of 290,000 active; note: strong numbers were not always called active
TNAP activation fold: human TNAP enzyme activators, primary screen, biochemical, luminescent, no phosphate acceptor, uHTS (AID 1001) | 0.03% of 200,000 active | purified TNAP, luminescent activation assay, no phosphate acceptor; higher activation fold means a stronger effect | one-dose activation fold at 20 µM; EC50 in µM for titrated hits | Alkaline phosphatase, tissue-nonspecific isozyme (Homo sapiens); in the data active = activation fold from about 3, or a potency from the dose series; inactive = the rest, 99 in 100 with activation fold below about 1.6; note: many of its hits are not listed in these tables
PMI inhibitors: inhibitors of human PMI, primary screen, biochemical, fluorescence intensity, coupled assay (AID 1209) | Mannose-6-phosphate isomerase (Homo sapiens) | 0.42% of 190,000 active | inhibition, % at 20 µM, or IC50 in µM where a hit was titrated | purified PMI enzyme, coupled fluorescence intensity; higher % means a stronger effect;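 note: plate controls were DMSO vehicle for no effect and wells lacking substrate for full effect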
* hit, by the source's call; . = not tested or not shown; [ ] = remark or other dose. Cut-off read from the data, not from the text of the source, unless noted: active = inhibition above about 50%; inactive = the rest. An excerpt. The share of hits here may be higher or lower than overall.

PMI inhibitors,XIAP antagonists,KOR beta-arrestin-2,LYP phosphatase,NOD1 NF-kB reporter,human PMI inhibitors,KOR beta-arrestin-1,HEK293 NOD2/NF-kB,TNAP activation fold,smiles
-1%,-0.8%,0%,-3%,-21%,-3%,-7.1%,4%,1.1,COc1ccc(C2NC(=O)c3ccccc3O2)cc1OC (configuration not stated)
.,.,-21%[20 µM],-7%,-19%,.,-4.6%,20%,.,CN(c1ccccc1)S(=O)(=O)c1ccc2c(c1)oc(=O)n2C
-2%,-6.4%,6%,0%,-16%,-18%,-4.0%,0%,1.2,O=C(NNC(=O)C1CC1c1ccccc1)c1cccc([N+](=O)[O-])c1 (configuration not stated)
.,.,12%,-4%,-3%,.,4.1%,10%,.,COc1ccc(CCn2c(C3CCCCC3)nc3c(c(=O)c4ccccc4n3C)c2=O)cc1OC
17%,2.8%,15%,-3%,-21%,17%,28%,-47%,0.9,O=C(CSc1ccsc1[N+](=O)[O-])N1CCN(c2ccc(Cl)cc2)CC1
-22%,-4.8%,16%,-10%,14%,-21%,6.3%,6%,1,O=C1CCC(=O)N1CN(C(=O)c1ccco1)c1ccc(Cl)c(Cl)c1
9%,-5.1%,7%,-1%,8%,7%,5.5%,16%,1,COc1ccc(-c2cc(C(F)(F)F)nc(SCCC(=O)Nc3cc(C)on3)n2)cc1
2%,-6.4%,-2%,-8%,-2%,-2%,-3.1%,3%,1.1,N#CCCn1ncn(-c2ccccc2)c1=S
1%,4.8%,8%,4%,-27%,-8%,1.7%,14%,1.1,Cn1cc(/C=N/NC(=O)c2cccc([N+](=O)[O-])c2)c2ccccc21
.,.,-35%[20 µM],-6%,-6%,.,0.0%,12%,.,Oc1ccc(-c2c(C3=CCCCC3)sc3ccccc23)cc1
.,.,3%,-7%,0%,.,-2.5%,10%,.,Cc1cc(C)c(C)c(S(=O)(=O)NCCN2CCOCC2)c1C
8%,-2.9%,3%,5%,-4%,7%,-1.4%,25%,1.1,Cc1ccc(S(=O)(=O)N2CCC(=O)N(C(COCc3ccccc3)Cc3ccccc3)CC2)cc1 (configuration not stated)
11%,-4.2%,39%,-7%,-16%,0%,-2.1%,14%,1.1,Cc1cc(C(=O)NN=C2CCCCC2)c2ccccc2n1
.,.,-1%,0%,19%,.,-0.9%,12%,.,CN(Cc1ccc(F)cc1)C(=O)c1cccc(OCc2ccccc2)c1
.,.,-2%,-9%,-10%,.,-2.2%,10%,.,COc1ccc(C(=O)Nc2ccnn2C2CCN(C(C)CSC)CC2)cc1 (configuration not stated)
.,.,23%,-16%,17%,.,-1.1%,22%,.,COc1ccc(-c2cc(C(=O)Nc3cccnc3Cl)no2)cc1OC
37%,-4.9%,34%,1%,-10%,9%,2.3%,5%,1.1,O=[N+]([O-])c1cccc(/C([O-])=C(/C(=S)Nc2cccc3ccccc23)[n+]2ccccc2)c1
4%,-3.0%,23%,0%,-22%,1%,2.1%,-86%,1.1,O=C(Nc1ccc(N2CCCCC2)cc1)c1ccc(F)cc1
4%,-5.0%,-38%,-8%,-2%,1%,-1.7%,-4%,1.1,CC(Sc1nc(N2CCOCC2)nc(N2CCOCC2)n1)C(=O)Nc1ccccc1 (configuration not stated)
7%,-1.5%,4%,-6%,-16%,4%,0.1%,12%,1,C=CCN(c1ccc(C(=O)Nc2cc(C)cc(C)c2)cc1)S(C)(=O)=O
.,.,12%,-7%,-93%,.,-3.3%,-60%,.,Cc1ccc(OCc2cc(C(=O)N3CCN(c4ccccc4)CC3)no2)cc1C
-2%,-1.0%,-16%,-4%,-11%,7%,-4.8%,-6%,1.1,NC(=O)c1c(N)sc2c1CCCC2
-47%,1.7%,-25%,-1%,-28%,-82%,-2.6%,6%,1.1,O=C1C2C3C=CC(CC3)C2C(=O)N1c1ccc2c(c1)OCO2 (configuration not stated)
.,.,3%,-4%,-3%,.,0.1%,12%,.,CCN(CC)C(=O)c1cc([N+](=O)[O-])cc2c1-c1ccc([N+](=O)[O-])cc1C2=C(C#N)C#N
12%,3.7%,-5%,-2%,-17%,8%,0.7%,11%,1.1,CCOC(=O)CCSc1nc2c(c(C(F)(F)F)c1C#N)CCC2
-23%,-0.3%,-44%,-2%,48%,-61%,10%,4%,1.2,O=C(CSc1nc2ccccc2s1)Nc1cc(S(=O)(=O)N2CCOCC2)ccc1Cl
11%,0.2%,15%,-5%,-7%,10%,-2.6%,11%,1,CCCN(C(=O)Cc1nc(N)n[nH]1)C1(C(=O)Nc2c(C)cccc2C)CCCCC1
.,.,18%,-5%,-9%,.,-0.2%,-8%,.,O=C1NCCCCC1NS(=O)(=O)c1cccc2ccccc12 (configuration not stated)
1%,-3.2%,-32%[20 µM],-6%,-34%,3%,-5.8%,-10%,0.4,Cc1nnc(NC(=O)CSc2n[nH]c(-c3ccccc3)n2)s1
13%,-5.1%,-29%,-1%,-39%,10%,2.7%,-1%,1.1,CCOC(=O)c1c(C)[nH]c(C(=O)COC(=O)C2(C)CC2(Cl)Cl)c1C (configuration not stated)
.,.,-1%,-4%,-4%,.,7.2%,-4%,.,O=C(NCCCCc1ccccc1)C1CC(c2ccc(C(F)(F)F)cc2)=NO1 (configuration not stated)
.,.,10%,-5%,4%,.,-3.5%,15%,.,COc1ccc(N2CC(C(=O)N3CCN(C)CC3)CC2=O)cc1 (configuration not stated)
43%,-59%,30%,-7%,-63%,42%,-0.5%,0%,1,CC(=O)NC1=C(N(C)C2CCS(=O)(=O)C2)C(=O)c2ccccc2C1=O (configuration not stated)
-3%,-6.1%,-53%,-1%,11%,-10%,9.5%,-26%,1.1,COCCCNS(=O)(=O)c1ccc(S(=O)(=O)N2CCCC2)cc1
-4%,-1.0%,-23%,-5%,-10%,3%,-1.9%,5%,1,O=C(c1ccco1)N1CCN(CCCCOc2ccc(F)cc2)CC1
45%,1.5%,5%,-6%,-7%,74%*,-2.4%,-5%,1.2,Oc1ccc(CNc2ccccc2F)c2cccnc12
-12%,-7.0%,7%,-3%,-19%,-4%,0.1%,18%,1.2,C/C(N)=C(/C#N)C(=O)COC(=O)CCCNC(=O)c1ccc(Cl)cc1
.,.,-36%,-2%,8%,.,-0.2%,-3%,.,Nc1nc(-c2ccc3c(c2)CCCC3)c(CC(=O)O)s1
-4%,-4.2%,5%,-7%,-28%,-4%,-1.4%,14%,1.1,CC(=O)c1cccc(NC(=O)C2CCN(S(=O)(=O)c3ccc(F)cc3)CC2)c1
-5%,-1.2%,-14%,3%,-2%,-2%,1.2%,-16%,1.1,O=C(NCc1ccc2c(c1)OCO2)c1ccncc1

An excerpt from above in order of molecular weight, low to high:
PMI inhibitors,XIAP antagonists,KOR beta-arrestin-2,LYP phosphatase,NOD1 NF-kB reporter,human PMI inhibitors,KOR beta-arrestin-1,HEK293 NOD2/NF-kB,TNAP activation fold,smiles
-5%,-1.2%,-14%,3%,-2%,-2%,1.2%,-16%,1.1,O=C(NCc1ccc2c(c1)OCO2)c1ccncc1
-4%,-1.0%,-23%,-5%,-10%,3%,-1.9%,5%,1,O=C(c1ccco1)N1CCN(CCCCOc2ccc(F)cc2)CC1
-12%,-7.0%,7%,-3%,-19%,-4%,0.1%,18%,1.2,C/C(N)=C(/C#N)C(=O)COC(=O)CCCNC(=O)c1ccc(Cl)cc1
-4%,-4.2%,5%,-7%,-28%,-4%,-1.4%,14%,1.1,CC(=O)c1cccc(NC(=O)C2CCN(S(=O)(=O)c3ccc(F)cc3)CC2)c1

Further entries follow:
PMI inhibitors,XIAP antagonists,KOR beta-arrestin-2,LYP phosphatase,NOD1 NF-kB reporter,human PMI inhibitors,KOR beta-arrestin-1,HEK293 NOD2/NF-kB,TNAP activation fold,smiles
-8%,-11%,10%,2%,-20%,-6%,-3.7%,8%,1,Cc1ccc2sc(C)[n+](CCO)c2c1
.,.,-76%[20 µM],-4%,-34%,.,11%,-12%,.,Cc1c(C(=O)N2CCN(C)CC2)oc2ccc(Br)cc12
.,.,-4%,-8%,-26%,.,-3.8%,4%,.,Cc1c(Cl)c(C(=O)N2CCCCCC2)nn1C
.,.,4%,-12%,-7%,.,-1.1%,21%,.,O=C(CCn1c(=O)oc2ccccc21)Nc1ccc(C(=O)O)cc1
-3%,4.0%,4%[20 µM],-5%,11%,-10%,.,2%,1.1,COCCN(Cc1cc2ccc(C)c(C)c2nc1Cl)C(=O)N1CCOCC1
.,.,-23%[20 µM],-8%,50%,.,-0.3%,16%,.,CNC(=O)c1ccc(Nc2nnc(-c3ccc(O)cc3)c3ccccc23)cc1
12%,-0.7%,45%,-8%,-22%,7%,2.0%,9%,0.9,O=C(NC(=S)Nc1ccc(S(=O)(=O)Nc2nccs2)cc1)c1ccc(F)cc1
1%,-5.0%,-3%,-8%,6%,-4%,-0.6%,14%,1.1,O=C(NCCN1CCN(c2ccccc2F)CC1)C1CC(=O)N(C2CCCC2)C1 (configuration not stated)
12%,-5.9%,-6%,3%,-61%,1%,2.7%,-6%,1,Cc1ncoc1C(=O)N1CCCC(C(=O)c2cccc(OC(C)C)c2)C1 (configuration not stated)
10%,-4.7%,-9%,-4%,5%,3%,-4.7%,12%,1.1,CCOc1cc(C(=O)OCC(=O)c2c(N)n(C)c(=O)n(C)c2=O)cc(OCC)c1OCC
-5%,-2.2%,-34%,1%,-14%,-8%,1.4%,8%,1.1,O=C(Nc1ccccc1C(=O)O)c1cncc(Br)c1
-18%,-4.4%,-23%,2%,-7%,-8%,4.3%,4%,1,Cc1cccc(C)c1Nc1nnc(SCc2nc3ccccc3c(=O)[nH]2)s1
.,.,5%,3%,4%,.,1.5%,7%,.,C/C(=C\c1ccc(F)cc1)C(=O)c1c(C)cc(C)[nH]c1=O
-31%,-0.5%,-19%,8%,-8%,-68%,-0.1%,11%,1,C=CCOc1ccc(C2NC(=S)NC(C)=C2C(=O)c2ccccc2)cc1OC (configuration not stated)
20%,-4.8%,8%,-3%,-13%,4%,-0.2%,15%,1,O=C1NC2=C(CCc3ccccc32)C(c2ccc(Br)cc2)N1 (configuration not stated)
-1%,-1.4%,6%,42%,4%,4%,-1.4%,-4%,1.1,Cc1ccc(-c2noc(CCC(N)=O)n2)cc1
-7%,-7.4%,1%,2%,-11%,7%,2.9%,20%,0.9,Cc1cc(N2CCN(C)CC2)nc2ccc(NC(=O)CCC(=O)NCCC(C)C)cc12
-1%,-2.8%,-35%,-3%,-36%,-22%,2.4%,45%,1.2,O=C(N/N=C/c1cc(Br)cc(Br)c1O)c1ccncc1
.,.,4%,-10%,-40%,.,-4.0%,18%,.,Cc1ccc(Nc2ncnc3sccc23)c(C)c1
.,.,6%,-1%,-10%,.,-3.7%,5%,.,Cc1ccccc1CC(=O)NCCN1CCCCC1
-2%,-3.0%,0%,1%,-2%,-4%,.,3%,1.1,Cc1ccccc1NC(=O)c1cnn(-c2ccccc2)c1NC(=O)c1ccco1
.,.,-2%,-8%,-2%,.,-1.5%,-2%,.,N#Cc1c(NC(=O)/C=C/C(=O)O)sc2c1CCN(Cc1ccccc1)C2
13%,-1.8%,-9%,0%,0%,5%,-1.8%,-7%,1.1,O=C(NCc1ccco1)c1cc(-c2ccccc2)nc2ccccc12

Records listed so far printed as active in human PMI inhibitors:
PMI inhibitors,XIAP antagonists,KOR beta-arrestin-2,LYP phosphatase,NOD1 NF-kB reporter,human PMI inhibitors,KOR beta-arrestin-1,HEK293 NOD2/NF-kB,TNAP activation fold,smiles
45%,1.5%,5%,-6%,-7%,74%*,-2.4%,-5%,1.2,Oc1ccc(CNc2ccccc2F)c2cccnc12
